phage Ecoli inh – E. coli growth loss with phage present; growth absorbance; inhibition, % at 11.9 µM; hit rate 0.26% among 360,000; in the data active means inhibition above about 11%
Tat export inh – blocks Tat-dependent protein export in E. coli. E. coli MC4100 TorA-mCherry Tat export, fluorescence. inhibition, % at 10 µM. hit rate 0.036% among 340,000;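 active means mean replicate inhibition at least 50% and at least half of replicates individually reaching 50%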;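 further: exported cargo escapes ClpAP degradation while cytoplasmic cargo is degraded and loses fluorescence; 0% = median of neutral control wells and 100% = median of NaSCN control wells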
PvdQ inh – P. aeruginosa PvdQ acylase inhibition; purified PvdQ acylase, fluorescence plate reader; inhibition, % at 10 µM; hit rate 0.063% among 340,000; AID 488965; in the data active means inhibition above about 30%, passing the limit was not always enough;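 further: 0% = vehicle neutral wells and 100% = reference inhibitor wells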
Wnt bcat act – activates Wnt/beta-catenin signaling in a reporter cell assay; activation, % at 9.35 µM; hit rate 1.2% among 300,000; activator, plate reader; in the data active means activation above about 30%, passing the limit was not always enough;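 further: 0% = neutral control wells and 100% = positive control wells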
CAL PDZ inh – blocks peptide binding to human CAL PDZ domain | purified CAL PDZ, TMR-peptide fluorescence polarization, 1 h | inhibition, % at 20 µM | hit rate 0.02% among 330,000 | AID 504414;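 active means highest replicate inhibition of at least 40%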;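 further: plate controls were DMSO neutral control wells for no effect and unlabeled competitor peptide control wells for full effect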
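material = purified tagged CAL PDZ domain construct (CerCALP) | buffer or medium = sodium phosphate/NaCl buffer pH 7.4 with TCEP, IgG, Thesit | reagent = TMR-labelled reporter peptide T*-PRC34 bound in PDZ groove | incubation = 1 h room-temperature incubation prior to read | measured by = fluorescence polarization (mP) | evaluation = percent inhibition from loss of millipolarization | control set = unlabelled peptide and DMSO controls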
E coli growth – counter-screen for AddAB inhibitors: E. coli growth inhibition; E. coli V3065 growth, OD600 absorbance, 18 h; inhibition, % at 11.9 µM; hit rate 0.27% among 330,000; AID 449728;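 active means inhibition above the campaign's mean inhibition across all tested compounds plus 3 SD, cut at about 9.9% in these data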;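 further: uninfected addAB+ strain grown without phage in ampicillin broth; 0% = DMSO wells and 100% = ciprofloxacin 0.95 µg/ml wells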
DAGLB inh – blocks human DAGLB lipase activity; Q8NCG7; HEK293T DAGLB membrane lysate, EnzChek fluorogenic substrate; inhibition, % at 5.17 µM; hit rate 0.059% among 340,000; AID 504411; in the data active means inhibition above about 34%;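 further: 0% = enzyme with vehicle and 100% = wells lacking enzyme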
Rtt109 HAT inh – blocks Candida albicans Rtt109/Vps75 acetyltransferase activity | purified Rtt109/Vps75, ThioGlo CoA-SH fluorescence, 4 h | inhibition, % at 34.9 µM | hit rate 0.16% among 330,000 | AID 540336;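 active means inhibition of at least 50% in every replicate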
Target sequence (Q5AAJ8 whole entry, looked up): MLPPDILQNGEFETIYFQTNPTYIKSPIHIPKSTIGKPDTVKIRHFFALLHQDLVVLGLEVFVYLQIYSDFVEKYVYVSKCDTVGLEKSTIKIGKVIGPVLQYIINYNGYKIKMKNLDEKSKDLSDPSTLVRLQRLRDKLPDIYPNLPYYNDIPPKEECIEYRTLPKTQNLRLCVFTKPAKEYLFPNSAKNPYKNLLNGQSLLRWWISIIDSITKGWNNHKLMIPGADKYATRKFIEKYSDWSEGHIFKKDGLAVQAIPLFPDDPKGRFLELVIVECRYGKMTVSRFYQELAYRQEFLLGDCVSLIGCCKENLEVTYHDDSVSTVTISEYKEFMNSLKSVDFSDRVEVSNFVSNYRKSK
PfHsp90 set2 – inhibits growth of yeast expressing Plasmodium falciparum Hsp90; AID 504621; hit rate 0.32% among 310,000; S. cerevisiae expressing PfHsp90, BacTiter-Glo ATP, 48 h; yeast lacking PDR1 and PDR3 efflux regulators; inhibition, % at 9.4 µM;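 active means every replicate shows inhibition above about 80%, whatever the replicate mean, limit read from the data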;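 further: 0% = DMSO neutral controls and 100% = 20 µM radicicol positive controls; yeast relying on Plasmodium falciparum Hsp90 in place of its own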
AddAB inh – less growth of phage-infected E. coli with AddAB. E. coli expressing H. pylori AddAB, absorbance growth. inhibition, % at 11.9 µM. hit rate 0.29% among 330,000; in the data active means inhibition above about 12%;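 further: 0% = vehicle wells of infected cells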
An asterisk follows results filed as active.

How did CCN(C(=O)CSc1nccn1C)c1cccc2ccccc12 do in these assays?
phage Ecoli inh: 2.8; Tat export inh: 5; PvdQ inh: -13; Wnt bcat act: 1; CAL PDZ inh: -0.5; E coli growth: 1.2; DAGLB inh: -2; Rtt109 HAT inh: -4; PfHsp90 set2: 3; AddAB inh: 1.2

Results for CSCCC(NC(=O)c1ccc(Cl)cc1)C(=O)OCC(=O)N1CCCC1=O (stereo not drawn) ?
phage Ecoli inh: 1.9; Tat export inh: 3; PvdQ inh: -12; Wnt bcat act: -1; CAL PDZ inh: -2.0; E coli growth: 3.9; DAGLB inh: -1; Rtt109 HAT inh: -3; AddAB inh: 1.9

How did CCN1C(=O)C(CC(=O)Nc2cccc(C(C)=O)c2)S/C1=N\c1ccccn1 (stereo not drawn) do in these assays?
phage Ecoli inh: 2.3; Tat export inh: 6; PvdQ inh: 13; Wnt bcat act: -1; CAL PDZ inh: -0.1; E coli growth: 1.7; DAGLB inh: -1; Rtt109 HAT inh: 8; PfHsp90 set2: -1; AddAB inh: 3.3

What do the screens show for `COc1cc2c(cc1NC(=O)c1cncc(Br)c1)oc1ccccc12`?
phage Ecoli inh: 2.2; Tat export inh: -1; PvdQ inh: -9; CAL PDZ inh: -0.6; E coli growth: -0.8; DAGLB inh: -11; Rtt109 HAT inh: -66; PfHsp90 set2: 0; AddAB inh: -1.0

Results for CC(NCc1cccc(OCc2ccccc2)c1)C(O)c1ccccc1 (stereo not drawn) ?
phage Ecoli inh: 1.5; Tat export inh: 2; PvdQ inh: -5; Wnt bcat act: 1; CAL PDZ inh: -2.4; E coli growth: 0.4; DAGLB inh: -2; Rtt109 HAT inh: 15; PfHsp90 set2: -18; AddAB inh: 1.1

What do the screens show for `CCC(C)N(C(=O)COC(=O)c1nc(Cl)ccc1Cl)C1CCS(=O)(=O)C1` (stereo not drawn)?
phage Ecoli inh: 0.3; Tat export inh: 14; PvdQ inh: -4; Wnt bcat act: -4; CAL PDZ inh: -1.6; E coli growth: 0.9; DAGLB inh: 1; Rtt109 HAT inh: -2; AddAB inh: 0.5

What do the screens show for `CCN1CCSc2ccc(C(=O)NCc3cccc(Br)c3)cc21`?
phage Ecoli inh: 4.5; Tat export inh: 5; PvdQ inh: -14; Wnt bcat act: -4; CAL PDZ inh: -1.9; E coli growth: 2.0; DAGLB inh: -6; Rtt109 HAT inh: 0; PfHsp90 set2: -16; AddAB inh: 1.6

How did COc1ccccc1N1CCN(C(=O)c2ccc(CS(=O)(=O)c3ccccc3OC)o2)CC1 do in these assays?
phage Ecoli inh: -2.0; Tat export inh: 11; PvdQ inh: 19; Wnt bcat act: -4; CAL PDZ inh: 0.3; E coli growth: -1.4; DAGLB inh: 0; Rtt109 HAT inh: 1; PfHsp90 set2: 11; AddAB inh: 3.1

What do the screens show for `CC(Sc1ccc(S(=O)(=O)N2CCOCC2)cn1)C(=O)Nc1ccc(Cl)cc1Cl` (stereo not drawn)?
phage Ecoli inh: 0.5; Tat export inh: 6; PvdQ inh: -7; Wnt bcat act: 3; CAL PDZ inh: -0.3; E coli growth: -1.1; DAGLB inh: 1; Rtt109 HAT inh: 8; PfHsp90 set2: 22; AddAB inh: 2.0

Results for CCOC(=O)c1sc(NC(=O)CSc2nc3c(cc2C#N)CCCCC3)c(C#N)c1C ?
phage Ecoli inh: 2.9; Tat export inh: 5; PvdQ inh: -10; CAL PDZ inh: -0.6; E coli growth: -1.4; DAGLB inh: 0; Rtt109 HAT inh: -8; PfHsp90 set2: 10; AddAB inh: -2.1

How did CNC(=O)c1ccc(NC(=O)CC2SC(N3CCCC3)=NC2=O)cc1 (stereo not drawn) do in these assays?
phage Ecoli inh: 0.7; Tat export inh: -6; PvdQ inh: -3; Wnt bcat act: -1; CAL PDZ inh: -0.3; E coli growth: -1.4; DAGLB inh: 1; Rtt109 HAT inh: 2; PfHsp90 set2: 32; AddAB inh: 0.9

What do the screens show for `Cc1c(C(=O)Nc2cccc([N+](=O)[O-])c2)sc2ncn(CC(=O)N3CCOCC3)c(=O)c12`?
phage Ecoli inh: 2.3; Tat export inh: -1; PvdQ inh: 0; Wnt bcat act: 0; CAL PDZ inh: -1.0; E coli growth: 0.9; DAGLB inh: 1; Rtt109 HAT inh: 16; PfHsp90 set2: 8; AddAB inh: 3.9

How did CCN1CCCC1Cn1cnc2c([nH]c3cc(OC)ccc32)c1=O (stereo not drawn) do in these assays?
phage Ecoli inh: 4.0; Tat export inh: -1; PvdQ inh: -11; CAL PDZ inh: 0.0; E coli growth: 0.3; DAGLB inh: 0; Rtt109 HAT inh: -2; PfHsp90 set2: 2; AddAB inh: 0.7

Results for CCCCOP(=O)(OCCCC)C(Nc1ccc(C(=O)OCC)cc1)c1ccncc1 (stereo not drawn) ?
phage Ecoli inh: -1.4; Tat export inh: 13; PvdQ inh: 7; Wnt bcat act: 0; CAL PDZ inh: 0.3; E coli growth: -0.6; DAGLB inh: -1; Rtt109 HAT inh: 4; PfHsp90 set2: 0; AddAB inh: -2.4

What do the screens show for `CC12CN3CC(C)(CN(C1)C3c1ccc(F)cc1)C2` (stereo not drawn)?
phage Ecoli inh: -0.8; Tat export inh: 17; PvdQ inh: 4; Wnt bcat act: -3; CAL PDZ inh: -1.8; E coli growth: -0.6; DAGLB inh: 0; Rtt109 HAT inh: -5; PfHsp90 set2: -4; AddAB inh: -1.4

Results for COc1ccc([N+](=O)[O-])cc1/C=N/NC(=O)CNC(=O)c1cccc(F)c1 ?
phage Ecoli inh: 1.7; Tat export inh: 7; PvdQ inh: 3; Wnt bcat act: -1; CAL PDZ inh: -3.2; E coli growth: -1.9; DAGLB inh: 4; Rtt109 HAT inh: 7; PfHsp90 set2: 9; AddAB inh: 1.8

What do the screens show for `COc1ccccc1-c1c(C)nn2c(N)c(-c3ccccc3)cnc12`?
phage Ecoli inh: -2.4; Tat export inh: 1; PvdQ inh: -8; Wnt bcat act: 0; DAGLB inh: -1; Rtt109 HAT inh: -3; PfHsp90 set2: -26

What do the screens show for `O=S(=O)(NNc1ncc(C(F)(F)F)cc1Cl)c1ccccc1`?
phage Ecoli inh: 1.4; Tat export inh: -2; PvdQ inh: 1; Wnt bcat act: -2; CAL PDZ inh: -0.2; E coli growth: -1.2; DAGLB inh: -2; Rtt109 HAT inh: 6; PfHsp90 set2: 13; AddAB inh: 1.3

How did COc1ccc(NC(=O)Nc2nnc(N3CCCCC3C)s2)cc1OC (stereo not drawn) do in these assays?
phage Ecoli inh: 2.7; Tat export inh: -1; PvdQ inh: -9; Wnt bcat act: -1; CAL PDZ inh: -1.2; E coli growth: 0.2; DAGLB inh: 3; Rtt109 HAT inh: 10; PfHsp90 set2: 29; AddAB inh: 1.4

What do the screens show for `O=C1COc2ccc(C(=O)COC(=O)CNC(=O)C3CCCCC3)cc2N1`?
phage Ecoli inh: -0.5; Tat export inh: -12; PvdQ inh: 5; Wnt bcat act: -1; CAL PDZ inh: 1.1; E coli growth: 2.0; DAGLB inh: -1; Rtt109 HAT inh: -4; PfHsp90 set2: -1; AddAB inh: -0.6

Results for COc1ccc(CN2C(=O)c3cccnc3C2=O)cc1S(=O)(=O)N1CC(C)Oc2ccccc21 (stereo not drawn) ?
phage Ecoli inh: 0.4; Tat export inh: -4; PvdQ inh: 2; Wnt bcat act: -2; CAL PDZ inh: -2.6; E coli growth: 0.0; DAGLB inh: 1; Rtt109 HAT inh: 14; PfHsp90 set2: -8; AddAB inh: -0.4

What do the screens show for `C=CCn1c(O)c(CN2CCN(Cc3ccccc3)CC2)c(C)c(C#N)c1=O`?
phage Ecoli inh: 3.8; Tat export inh: -12; PvdQ inh: -8; CAL PDZ inh: -5.0; E coli growth: 1.7; DAGLB inh: 0; Rtt109 HAT inh: 10; PfHsp90 set2: -21; AddAB inh: 1.1

Results for O=C(Cc1ccccc1)N/N=C/c1cccs1 ?
phage Ecoli inh: -0.1; Tat export inh: -4; PvdQ inh: 2; Wnt bcat act: -2; CAL PDZ inh: 0.2; E coli growth: 1.1; DAGLB inh: 0; Rtt109 HAT inh: 7; PfHsp90 set2: 10; AddAB inh: 1.4

What do the screens show for `Cc1ccc(NC(=O)Nc2cc(Cl)ccc2C2COC(=O)C2=N)cc1` (stereo not drawn)?
phage Ecoli inh: 3.5; Tat export inh: 4; PvdQ inh: -8; Wnt bcat act: -2; CAL PDZ inh: -0.1; E coli growth: 0.4; DAGLB inh: 0; Rtt109 HAT inh: 2; PfHsp90 set2: -28; AddAB inh: 1.2

How did O=C(NCCCn1ccnc1)c1noc2c1CCCC2 do in these assays?
phage Ecoli inh: 3.0; Tat export inh: -2; PvdQ inh: 0; Wnt bcat act: 5; E coli growth: 2.1; DAGLB inh: 1; Rtt109 HAT inh: -4; PfHsp90 set2: 14; AddAB inh: -0.8

How did O=C(O)C#Cc1cccc2ccccc12 do in these assays?
phage Ecoli inh: 4.7; Tat export inh: -1; PvdQ inh: 8; Wnt bcat act: -1; CAL PDZ inh: -2.1; E coli growth: 0.4; DAGLB inh: 1; Rtt109 HAT inh: -3; PfHsp90 set2: -1; AddAB inh: 0.2

What do the screens show for `CC(=O)N(CC(=O)O)c1ccccc1C(=O)O`?
phage Ecoli inh: 1.6; Tat export inh: -3; PvdQ inh: 1; Wnt bcat act: -1; CAL PDZ inh: -0.9; E coli growth: -2.9; DAGLB inh: -4; Rtt109 HAT inh: 4; PfHsp90 set2: -6; AddAB inh: 2.2

Results for CC1Oc2ccccc2N(CC(=O)NCCN2CCOCC2)C1=O (stereo not drawn) ?
Tat export inh: 0; PvdQ inh: -8; CAL PDZ inh: -2.5; E coli growth: 2.1; DAGLB inh: 4; Rtt109 HAT inh: 7; PfHsp90 set2: 20; AddAB inh: 2.7
